CFTR F508del cor = correctors of CFTR F508del function in bronchial epithelial cells | CFBE cells, YFP halide quenching; stimulated with forskolin plus potentiator P3; % fluorescence drop versus neutral controls | activity (quench increase), % at 7.58 µM | 350,000 compounds, 0.36% hits | AID 720511;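 active = mean added fluorescence quench of at least 8% versus neutral control, with both replicates also reaching 8%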;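 note: cells transiently co-express mutant CFTR-F508del with the halide-sensitive YFP; corrector assay measuring rescue of mutant channel to the surface after 24 h compound exposure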
INS-1E GSIS act = GLuc luminescence reporter in INS-1E cells, primary screen for activators of glucose-dependent secretion of insulin. INS-1E GLuc reporter insulin secretion, 2-3 h. activation, % at 16.6 µM. 370,000 compounds, 0.61% hits. AID 743287;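 active = lowest replicate activation of at least 40%, so every replicate reaches that level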;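 note: 0% = median of neutral control wells and 100% = median of IBMX positive control wells; some compounds called inactive have numbers as strong as hits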
ERAP1 HTS inh = blocks human ERAP1 aminopeptidase activity; Q9NZ08; recombinant ERAP1, Leu-AMC fluorescence, 60 min; inhibition, % at 10.7 µM; 340,000 compounds, 0.15% hits; AID 652197;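 active = mean replicate inhibition of at least 30%, or all replicates individually reaching that 30% level; inactive = mean below 30% and not every replicate reaching it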;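 note: 0% = neutral control wells and 100% = L-leucinethiol positive control wells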
RAD52 anneal inh = RAD52 (human) annealing inhibition; P43351; recombinant RAD52 DNA annealing, FRET fluorescence; inhibition, % at 18.7 µM; 360,000 compounds, 0.46% hits; AID 651710;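 active = every replicate showing at least 50% inhibition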
esBAF inh = blocks esBAF chromatin remodeling in mouse ES cells | Bmi1-luciferase knock-in reporter, 24 h; 100% = twice the neutral-well signal | 350,000 compounds, 2% hits | AID 602393 | reporter increase, % at 12.5 µM; in the data active = activation above about 40%;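 note: 0% = median of the plate's neutral control wells and 100% = double that signal; a rise in the Bmi1 reporter signal indicates esBAF inhibition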
RAD54 inh = RAD54 (human) branch migration inhibition. Q92698. RAD54 Holliday junction branch migration, FAM/BHQ fluorescence. inhibition, % at 10.4 µM. 360,000 compounds, 0.14% hits;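 active = mean normalized replicate activity at least 40 and at least half of replicates scoring 40 or more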;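 note: 0% = median of neutral control wells and 100% = median of positive control wells; inhibitors cause a drop in the FAM fluorescence signal; in these data hits start at about 50%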
Target sequence (Q92698 whole entry, looked up): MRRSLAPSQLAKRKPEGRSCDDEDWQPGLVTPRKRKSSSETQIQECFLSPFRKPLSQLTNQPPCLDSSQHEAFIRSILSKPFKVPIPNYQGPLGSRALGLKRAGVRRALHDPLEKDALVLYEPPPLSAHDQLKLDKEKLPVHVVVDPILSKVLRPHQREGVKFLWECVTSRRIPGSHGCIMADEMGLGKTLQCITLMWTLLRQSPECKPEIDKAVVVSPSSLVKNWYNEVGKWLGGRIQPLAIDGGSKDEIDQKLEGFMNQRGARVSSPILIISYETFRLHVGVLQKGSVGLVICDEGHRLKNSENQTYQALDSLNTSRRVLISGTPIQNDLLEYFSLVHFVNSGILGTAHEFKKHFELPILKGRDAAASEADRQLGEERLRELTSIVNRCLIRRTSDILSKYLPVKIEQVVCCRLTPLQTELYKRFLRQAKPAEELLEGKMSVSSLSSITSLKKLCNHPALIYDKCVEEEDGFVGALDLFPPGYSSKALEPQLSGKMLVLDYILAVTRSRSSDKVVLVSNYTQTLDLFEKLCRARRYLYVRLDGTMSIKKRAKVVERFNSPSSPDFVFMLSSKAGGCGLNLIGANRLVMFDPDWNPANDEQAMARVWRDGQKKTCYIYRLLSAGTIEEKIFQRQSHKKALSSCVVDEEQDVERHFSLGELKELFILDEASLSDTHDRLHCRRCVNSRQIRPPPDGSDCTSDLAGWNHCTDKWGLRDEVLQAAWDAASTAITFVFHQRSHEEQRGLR
ARNT TACC3 PPI = ARNT/TACC3 interaction disruption | AlphaScreen His-ARNT PAS-B/GST-TACC3 binding, luminescence; TACC3 fragment carries E629A point mutation | AID 623870 | inhibition, % at 9.99 µM | 390,000 compounds, 0.66% hits | Q9Y6A5;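 active = mean inhibition of replicates at least 50% and at least half of replicates each reaching 50%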;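 note: 0% = complete ARNT plus TACC3 wells and 100% = ARNT alone without TACC3; many hits fall short of the cut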
XiGFP reactiv = reactivates the inactive X chromosome in mouse fibroblasts | XiGFP mouse fibroblasts, % GFP-positive cells imaging, 3 d; cells co-treated with 5-aza-dC sensitizer; scaled so ellipticine positive control = 100% | activation, % at 7.58 µM | 360,000 compounds, 0.055% hits | AID 743238;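 active = mean normalized replicate activation at least 10% and every replicate at or above 10%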;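 note: 0% = median of on-plate neutral control wells and 100% = ellipticine 6 µM median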
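Material: SV40-immortalized XiGFP fibroblast cells, line 68-5-11 | Buffer or medium: DMEM containing 5-aza-dC | Dosing: One concentration, pinned | Times: 3 d treatment, 15 min room-temperature fixation | Controls: Ellipticine 6 µM positive control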
Numbers without * were called inactive; · = no result given.

SMILES	CFTR F508del cor	INS-1E GSIS act	ERAP1 HTS inh	RAD52 anneal inh	esBAF inh	RAD54 inh	ARNT TACC3 PPI	XiGFP reactiv
O=S1(=O)CCOC[C@H](CC2CCCCC2)N1Cc1ccc(F)cc1	-2.9	5	3	0	-5	8	-2	0.0
COc1ccc(/C=N/n2cc(-c3ccc(OC)cc3)nc2N)cc1	·	15	-3	-12	11	14	1	·
O=C(Nc1ccncc1)c1ccc(-c2ccccc2)cc1	0.4	8	1	-12	·	·	-3	0.0
C[C@@H]1CCCCO[C@H](CN(C)S(=O)(=O)c2ccc(Cl)cc2)[C@@H](C)CN([C@@H](C)CO)C(=O)c2cc(N(C)C)ccc2O1	1.9	4	·	·	13	·	·	-1.0
N#Cc1cc2c(nc1S(=O)(=O)Cc1ccccc1)CCCC2	-3.1	-6	1	2	-1	-1	-5	0.2
C[C@@H]1CN([C@@H](C)CO)C(=O)Cc2cc(NC(=O)Cn3cnnn3)ccc2O[C@@H]1CN(C)C(=O)Nc1ccccc1	1.3	-2	2	3	5	-1	-9	-0.6
CCOc1nc2cnccc2n(CC(=O)Nc2cccc(C)c2)c1=O	1.2	-3	0	-27	-2	-7	-5	0.0
COC(=O)[C@@]12C[C@@H](CC(=O)NCCc3ccccc3OC)C(=O)N(CCc3ccc(OC)c(OC)c3)C1=CCC(C)(C)C2	-0.7	-32	·	-2	·	·	·	0.1
O=C(Nc1nc2c(s1)CCCC2)c1ccc2ncsc2c1	-5.3	·	1	-10	-8	-1	-5	0.4
CCC(=O)N1CCC1(C)C(=O)NCc1ccc(SC)cc1 (stereo unspecified)	-2.7	-3	1	-6	-3	2	·	0.3
O=C(N[C@H]1CC[C@H](CC(=O)N2CCN(c3ccccc3)CC2)O[C@@H]1CO)c1ccccc1	1.6	-7	-4	-2	-6	-6	-13	-0.7
O=C(/C=C/c1ccccc1[N+](=O)[O-])NCc1ccccc1Cl	1.8	-14	2	0	14	1	22	0.2
C[C@@H]1CN([C@H](C)CO)C(=O)Cc2cc(NC(=O)CCC(F)(F)F)ccc2O[C@@H]1CN(C)Cc1ccc(C(=O)O)cc1	-2.0	33	-3	4	2	9	-2	-1.3
C[C@H]1CC[C@@]2(O[C@@H](CCO)C[C@@H](O)[C@@H]2O)O1	-0.1	15	3	-9	0	-5	-5	0.0
CO[C@H]1CN(C)C(=O)c2ccc(NS(=O)(=O)c3cn(C)cn3)cc2OC[C@@H](C)N(CCC(F)(F)F)C[C@H]1C	-0.2	9	2	9	-7	-5	-4	0.3
CCN1CCN(C(=O)c2sc3ncnc(N4CCc5ccccc5C4)c3c2C)CC1	0.1	-2	1	-9	·	·	·	-0.1
Cc1cccc(Nc2ncnc3onc(-c4cccc(Cl)c4)c23)c1	0.4	2	-1	-14	-14	5	-3	0.0
CN(C)CC(=O)N1[C@H](CO)[C@H](c2ccc(/C=C/c3ccccc3)cc2)[C@@H]1C#N	1.6	-8	0	6	0	5	-26	0.2
[O-][n+]1c2c(nn1-c1ccc(Cl)c(Cl)c1)-c1nonc1CC2	1.8	25	5	-23	·	·	1	0.0
CC1CN(Cc2ccccc2)C(=O)N(c2ccccc2)C1=O (stereo unspecified)	4.1	30	2	-14	0	·	·	0.6
C[C@H](CO)N1C[C@H](C)[C@H](CN(C)Cc2ccccc2C(=O)O)OCc2cnnn2CCCC1=O	-0.9	2	-6	4	-9	-6	1	0.2
O=C(COC(=O)c1cccc(NS(=O)(=O)/C=C/c2ccccc2)c1)Nc1ccccc1OC(F)F	·	-11	·	·	·	-1	-3	0.4
COCC(=O)N1CCCCN2[C@H](C1)[C@@H](c1ccc(C#Cc3ccc(OC)cc3)cc1)[C@@H]2CO	-0.5	-21	0	4	·	3	6	0.1
Cc1csc(=O)n1CCC(=O)NCc1ccc(F)cc1	-0.7	-4	0	-9	2	-10	-7	-0.1
CCC(=O)N1CCc2cc(S(=O)(=O)NC(C(=O)N3CCN(c4ccc(F)cc4)CC3)C(C)C)ccc21 (stereo unspecified)	0.9	-9	2	-2	-9	-5	-2	0.1
COc1ccc(-c2cc(NC(C)=O)c3ncc(-c4ccc(OC)c(OC)c4)n3c2)cc1OC	-3.4	0	0	-7	3	1	·	0.0
Nc1nc(Cl)cc(Nc2ccccc2Cl)n1	0.6	19	1	0	6	2	-4	0.0
CCCCN(CC)C(=O)c1ccc(Cl)cc1	0.2	-2	8	-9	1	-1	25	0.1
Cc1ccc(-c2csc(C(O)c3ccccc3)n2)cc1C (stereo unspecified)	-2.5	-23	0	-5	53*	0	·	0.0
COCC#Cc1cnc2c(c1)C(=O)N([C@@H](C)CO)C[C@H](C)[C@@H](CN(C)C(=O)C1CCC1)O2	-0.4	12	2	5	-12	-5	-5	-0.3
CC1(C)ON=C(c2cccc(F)c2)NC1=O	-1.1	6	·	-9	-1	3	·	0.1
Cc1ccccc1C(=O)N(Cc1cccs1)C1CCS(=O)(=O)C1 (stereo unspecified)	0.9	18	-2	-11	·	-3	-1	0.3
COC(=O)C1=C(C)NC(=S)NC1c1ccc(OC)cc1 (stereo unspecified)	1.6	140*	-2	2	·	·	·	-0.1
O=C(Nc1ccccc1F)c1ccc(CSc2ccccc2)o1	4.2	0	1	5	·	·	5	0.4
CNc1ccc(C2(O)C(=O)c3ccccc3C2=O)cc1	4.1	17	1	-20	-6	-6	·	0.1
O=C(C[C@@H]1CC[C@H](NC(=O)NC2CCCCC2)[C@@H](CO)O1)NCc1ccccc1	1.3	4	-5	-5	-1	6	1	5.4
CCOCCCNC(=O)c1cc(Nc2ccc(OC)cc2OC)nc2ccccc12	-0.8	-15	0	-3	3	8	6	-0.1
COc1ccc(-c2oc3ccc(-c4cc(OC)c(OC)c(OC)c4)cc3c2C(=O)c2ccc(OC)nc2)cc1	-2.1	·	-2	-2	15	3	-7	0.2
CCCc1ccc(-c2cc(C(=O)N3CCN(c4ccccn4)CC3)c3ccccc3n2)cc1	1.2	-6	1	-9	·	1	1	0.1
C[C@H](CO)N1C[C@H](C)[C@@H](CN(C)Cc2ccccc2)Oc2ccc(NC(=O)Nc3ccc4c(c3)OCO4)cc2CC1=O	-0.4	-19	-1	-11	-7	-4	20	0.4

Two neighbouring entries from above, for reference:
SMILES	CFTR F508del cor	INS-1E GSIS act	ERAP1 HTS inh	RAD52 anneal inh	esBAF inh	RAD54 inh	ARNT TACC3 PPI	XiGFP reactiv
C[C@H](CO)N1C[C@H](C)[C@H](CN(C)Cc2ccccc2C(=O)O)OCc2cnnn2CCCC1=O	-0.9	2	-6	4	-9	-6	1	0.2
O=C(COC(=O)c1cccc(NS(=O)(=O)/C=C/c2ccccc2)c1)Nc1ccccc1OC(F)F	·	-11	·	·	·	-1	-3	0.4

Three compounds already listed, sorted by the value under ERAP1 HTS inh, ascending:
SMILES	CFTR F508del cor	INS-1E GSIS act	ERAP1 HTS inh	RAD52 anneal inh	esBAF inh	ARNT TACC3 PPI
COCC(=O)N1CCCCN2[C@H](C1)[C@@H](c1ccc(C#Cc3ccc(OC)cc3)cc1)[C@@H]2CO	-0.5	-21	0	4	·	6
CCCc1ccc(-c2cc(C(=O)N3CCN(c4ccccn4)CC3)c3ccccc3n2)cc1	1.2	-6	1	-9	·	1
CCCCN(CC)C(=O)c1ccc(Cl)cc1	0.2	-2	8	-9	1	25

New compounds follow
SMILES	CFTR F508del cor	INS-1E GSIS act	ERAP1 HTS inh	RAD52 anneal inh	esBAF inh	RAD54 inh	ARNT TACC3 PPI	XiGFP reactiv
CC(C)N(CCc1ccncc1)C(=O)Nc1ccc(F)cc1	3.3	·	2	-5	-2	-8	1	0.3
Cn1cnnc1SCC(=O)Nc1ccc(S(=O)(=O)N2CCOCC2)cc1	12*	-3	0	-23	-10	-6	5	0.0
C[C@@H]1CCCCO[C@@H](CN(C)S(=O)(=O)c2ccccc2)[C@H](C)CN([C@@H](C)CO)C(=O)c2cc(NC(=O)Cc3ccccc3)ccc2O1	-0.2	-7	-3	-34	5	-9	-1	0.0
Cc1ccc(S(=O)(=O)N2CCOCC2)cc1NC(=O)COc1ccc2c(C)cc(=O)oc2c1	-1.0	2	0	-19	·	-6	5	0.4
COc1ccccc1NC(=O)N1C2CCCC1CC(NC(=O)c1ccccc1)C2 (stereo unspecified)	-2.7	-2	0	-7	·	·	-7	0.0
CC1CCCC(C)N1S(=O)(=O)c1ccc(S(=O)(=O)NCc2ccccc2)cc1 (stereo unspecified)	-1.8	13	-2	-15	-3	-1	-6	·
C[C@@H]1CCCCO[C@@H](CN(C)C(=O)NC2CCCCC2)[C@@H](C)CN([C@@H](C)CO)C(=O)c2cc(NC(=O)Nc3ccccc3)ccc2O1	0.4	3	-2	-15	-2	2	2	0.5
Cc1ccc(NC(=O)CN2C(=O)NC3(CCc4ccccc43)C2=O)cc1 (stereo unspecified)	-0.3	-21	·	-19	·	-9	-4	-0.2
CCCC#Cc1cnc2c(c1)C(=O)N([C@@H](C)CO)C[C@@H](C)[C@H](CN(C)C)O2	1.6	17	5	18	-10	0	13	-0.6
O=Cc1cn(CC(=O)Nc2ccc(F)cc2)c2ccccc12	-0.8	-2	-3	8	·	·	-3	0.0
CCOC(=O)c1cnc2cc(C)nn2c1-c1ccccc1	·	33	·	·	0	-1	-7	·
COc1cccc(C(=O)NCCSCc2c(F)cccc2Cl)c1	-3.3	-3	-3	-16	30	-2	-2	0.3
COc1ccc(CN2C[C@@H](C)[C@@H](OC)CN(C)C(=O)c3cc(NC(=O)C4CC4)ccc3OC[C@H]2C)cc1	-1.9	1	2	10	-14	-3	-3	-0.2
Cc1cc(Br)cn2c(Cc3cccc(F)c3)c(-c3ccco3)nc12	3.7	66*	0	-31	·	·	·	0.3
Cc1nc(-c2ccc(Cl)cc2)sc1C1(C)CC(c2ccc([N+](=O)[O-])cc2)=NO1 (stereo unspecified)	1.9	0	-1	-12	21	-7	·	0.0
CCCNC(=O)Nc1ccc2c(c1)C(=O)N(C)C[C@@H](OC)[C@@H](C)CN(Cc1ccccn1)[C@@H](C)CO2	-1.6	-6	·	·	1	-3	-2	-0.2
COc1ccc(NC(=O)C2CCN(S(=O)(=O)c3ccc(N4CCCC4=O)cc3)CC2)cc1OC	1.5	1	-2	-6	4	-16	5	0.0
COc1ccc2c3c([nH]c2c1)[C@@H](CO)N(Cc1cccc(F)c1)CC31CN(CC2CC2)C1	3.0	4	-4	2	·	·	·	-0.1
C[C@@H]1CN([C@H](C)CO)C(=O)c2cc(NC(=O)Nc3ccccc3)ccc2O[C@H]1CN(C)S(=O)(=O)c1ccc(F)cc1	-0.8	-9	-5	8	-9	-5	6	-1.3
O=C(NC1Cc2ccccc2C1)[C@@H]1[C@@H](CO)[C@@H]2Cn3c(cccc3=O)[C@@H]2N1C(=O)C1CC1	-2.3	9	-3	11	-2	-5	-5	0.5
Cn1c(=O)[nH]c(=O)c2c1nc(Br)n2C/C=N/NC(=O)c1ccccc1	-2.6	8	-1	-8	·	6	1	0.1
O=S1(=O)N[C@H](Cc2ccccc2)COc2cccc(N3CCCC3)c21	-1.2	-29	-4	-9	·	·	·	0.2

Random excerpt: three records from the list
SMILES	CFTR F508del cor	INS-1E GSIS act	ERAP1 HTS inh	RAD52 anneal inh	esBAF inh	RAD54 inh	ARNT TACC3 PPI	XiGFP reactiv
O=Cc1cn(CC(=O)Nc2ccc(F)cc2)c2ccccc12	-0.8	-2	-3	8	·	·	-3	0.0
COc1ccccc1NC(=O)N1C2CCCC1CC(NC(=O)c1ccccc1)C2 (stereo unspecified)	-2.7	-2	0	-7	·	·	-7	0.0
Cc1ccc(NC(=O)CN2C(=O)NC3(CCc4ccccc43)C2=O)cc1 (stereo unspecified)	-0.3	-21	·	-19	·	-9	-4	-0.2
